SRC3 inh = inhibits human SRC3 coactivator | HEK293 GAL4-SRC3 luciferase reporter, luminescence | 360,000 tested, 0.17% active | AID 588352 | inhibition, % at 3.6 µM | Q9Y6Q9;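 active means inhibition above a per-campaign cutoff, the mean of all compounds plus 3 SD, cut at about 60% in these data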;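 further: 0% = DMSO-treated cells and 100% = gossypol-treated cells at 36 µM; higher means less SRC3-driven luciferase light from the GAL4 reporter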
NOD2 RIPK2 PPI = inhibitors of human NOD2-RIPK2 interaction. CHO BLA complementation NOD2-RIPK2, CCF4 ratio. inhibition, % at 4.98 µM. 360,000 tested, 0.38% active; in the data active means inhibition above about 21%;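 further: 0% = vehicle only and 100% = reference blocker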
NR5A2 inv ag = inverse agonists of human LRH-1 (NR5A2); O00482; HEK293T StAR-luciferase reporter, LRH-1 transfected, 24 h; inhibition, % at 3.6 µM; 360,000 tested, 0.13% active;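 active means inhibition above the mean inhibition of all tested compounds plus 3 SD, cut at about 73% in these data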;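 further: 0% = DMSO wells and 100% = reporter-only cells lacking LRH-1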
COUP-TFII inh = inhibitors of human COUP-TFII (NR2F2). HEK293T NGFI-A luciferase reporter, luminescence. inhibition, % at 8.6 µM. AID 686940. 370,000 tested, 0.7% active;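 active means inhibition above a per-plate cutoff, mean inhibition of test wells between control levels plus 3 SD, cut at about 38% in these data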;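 further: cells cotransfected with COUP-TFII expression vector driving the NGFI-A reporter; 0% = median of COUP-TF2 test wells and 100% = reporter-only cells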
NCOA2 inhibitor = inhibits human steroid receptor coactivator 2; Q15596; inhibition, % at 9 µM; HEK293 GAL4-SRC2 luciferase reporter, luminescence; 370,000 tested, 0.17% active;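 active means inhibition above the mean inhibition of all tested compounds plus 3 SD, set per campaign, cut at about 52% in these data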;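 further: 0% = DMSO treated cells and 100% = cells given Gossypol at 36 µM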
MC4R antag cAMP = blocks human MC4R cAMP signaling; P32245; AID 540295; MC4R-expressing cells, MTII-stimulated cAMP, LANCE TR-FRET; 360,000 tested, 0.48% active; inhibition, % at 6.5 µM;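 active means inhibition above its plate's cutoff, the mean of tested wells on that plate plus 3 SD, cut at about 29% in these data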;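 further: 0% = Melanotan II alone and 100% = Melanotan II plus saturating MCL0020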
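Assay system: U2OS cells stably expressing human melanocortin 4 receptor (MC4R) / Dosing: 6.5 µM / Timing: compound 30 min, challenge 1 h, detection 1 h / Measured by: Eu-cAMP/anti-cAMP TR-FRET, emission 671 nm / Replicates: singlicate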
TLR9-MyD88 block = TLR9-MyD88 interaction inhibition; CHO BLA complementation TLR9-MyD88, CCF4 FRET ratio; inhibition, % at 4.98 µM; 340,000 tested, 0.21% active; AID 504734;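 active means inhibition above the mean over all tested compounds plus 3 SD, cut at about 21% in these data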;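 further: 0% = DMSO only wells and 100% = clavulanate BLA inhibitor control wells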
EBV LMP1 NFkB = inhibitors of Epstein-Barr LMP1-induced NF-kappaB reporter; LMP1-induced NF-kappaB luciferase reporter cells, luminescence; inhibition, % at 12.5 µM; 350,000 tested, 0.69% active; AID 504558; in the data active means inhibition above about 41%;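 further: 0% = neutral control wells and 100% = reference inhibitor control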
MC4R ag barr = human MC4R agonism via beta-arrestin; P32245; U2OS MC4R beta-arrestin complementation, luminescence; percent of melanotan II response, DMSO zero; activation, % at 8.9 µM; 360,000 tested, 0.98% active;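 active means activation above a per-plate cutoff, the mean activation of sample wells on that plate plus 3 SD, cut at about 8% in these data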
NCOA1 inh = inhibitors of human steroid receptor coactivator 1 (SRC1). inhibition, % at 3.6 µM. 360,000 tested, 0.12% active. HEK293 GAL4-SRC1 luciferase reporter, luminescence. AID 588354. Q15788;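 active means inhibition above the campaign mean plus 3 SD, with each screening campaign given its own cutoff, cut at about 60% in these data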;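 further: 0% = DMSO treated cells and 100% = gossypol at 36 µM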
ABHD5-PLIN5 inh = ABHD5-PLIN5 protein interaction inhibition; Split G. princeps luciferase complementation, luminescence, 4 h; Q00G26+Q8WTS1; 360,000 tested, 0.78% active; inhibition, % at 4 µM; AID 602281;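 active means inhibition above the mean inhibition across every tested compound plus 3 SD, cut at about 22% in these data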;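 further: 0% = DMSO only wells and the 100% control is not disclosed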
Target sequence (Q00G26 whole entry, looked up): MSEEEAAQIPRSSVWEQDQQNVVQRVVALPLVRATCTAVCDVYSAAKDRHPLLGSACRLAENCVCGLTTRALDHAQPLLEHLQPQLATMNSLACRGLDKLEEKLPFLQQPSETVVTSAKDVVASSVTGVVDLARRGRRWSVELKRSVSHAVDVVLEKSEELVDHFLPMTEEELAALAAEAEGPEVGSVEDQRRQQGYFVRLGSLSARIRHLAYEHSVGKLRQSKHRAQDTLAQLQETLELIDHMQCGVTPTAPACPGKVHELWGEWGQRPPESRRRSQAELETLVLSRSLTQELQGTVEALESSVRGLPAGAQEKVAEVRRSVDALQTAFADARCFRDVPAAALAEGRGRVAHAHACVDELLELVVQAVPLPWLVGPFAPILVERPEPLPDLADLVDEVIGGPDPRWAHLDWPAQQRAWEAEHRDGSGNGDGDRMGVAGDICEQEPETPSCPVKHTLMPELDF
Target sequence (Q8WTS1 whole entry, looked up): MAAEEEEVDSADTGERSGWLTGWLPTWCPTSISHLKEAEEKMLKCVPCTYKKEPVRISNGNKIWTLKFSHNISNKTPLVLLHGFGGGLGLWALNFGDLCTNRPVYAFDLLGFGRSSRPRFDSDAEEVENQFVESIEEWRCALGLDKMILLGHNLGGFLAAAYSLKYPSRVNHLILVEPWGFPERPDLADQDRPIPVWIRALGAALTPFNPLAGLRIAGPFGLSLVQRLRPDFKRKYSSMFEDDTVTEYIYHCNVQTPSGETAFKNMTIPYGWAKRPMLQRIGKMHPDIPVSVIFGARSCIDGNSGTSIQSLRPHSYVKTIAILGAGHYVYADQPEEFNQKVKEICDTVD
* = called active by the depositor.

SMILES | SRC3 inh | NOD2 RIPK2 PPI | NR5A2 inv ag | COUP-TFII inh | NCOA2 inhibitor | MC4R antag cAMP | TLR9-MyD88 block | EBV LMP1 NFkB | MC4R ag barr | NCOA1 inh | ABHD5-PLIN5 inh
COc1ccccc1/C=C/C(=O)N1CCN(S(=O)(=O)c2cccs2)CC1 | 13.2 | 2.8 | 14.3 | 3.5 | 5.1 | 10.2 | 2.6 | 0.6 | 1.2 | -20.6 | -0.6
Cc1ccc(C)c(NC(=S)NC(NC(=O)OCc2ccccc2)C(Cl)(Cl)Cl)c1 (stereo unspecified) | 0.9 | 0.6 | 14.5 | -3.4 | -2.9 | 7.8 | 1.8 | 4.9 | 1.3 | 0.5 | -8.5
CN1OC[C@@H]2CN(Cc3ccccc3)[C@H](c3cccc(-c4ccc(C#N)cc4)c3)C[C@@H]21 | 4.1 | -5.8 | -0.1 | 8.1 | 5.6 | 6.1 | -6.3 | 4.7 | 1.0 | -1.8 | -11.9
CC1=C/C(=N\N=C2\NC(=O)C(CC(=O)Nc3ccccc3F)S2)CC(C)(C)C1 (stereo unspecified) | -5.3 | -7.9 | -16.4 | 14.6 | -7.2 | 8.6 | -0.8 | -3.6 | -1.0 | -2.0 | -1.9
O=C(CN1CCCCCC1)N/N=C/c1cccs1 | 5.3 | -1.3 | 21.1 | -1.0 | -10.2 | 8.3 | -1.1 | -2.1 | -0.5 | 2.8 | -0.4
COc1ccc(OCC(O)CN(C)C(=O)C(C)Oc2ccccc2)cc1 (stereo unspecified) | -6.6 | -2.1 | 10.0 | -1.6 | 17.5 | 2.5 | -5.6 | 3.4 | 0.1 | -1.1 | -2.1
Cc1oc(=O)c(NC(=O)c2cccc(Cl)c2)cc1C(=O)c1ccccc1 | -19.0 | 2.5 | -17.4 | -15.5 | -21.0 | 23.4 | 0.9 | -34.9 | 0.5 | -16.4 | 34.3*
CCC(CC)C(=O)Nc1ccc(C(=O)c2ccccc2)cc1 | 9.6 | -7.2 | -17.3 | -10.2 | -31.3 | 3.3 | 0.2 | -4.3 | -0.9 | -4.7 | 0.7
Cc1cc(C)nc(NC(=O)Cc2ccc([N+](=O)[O-])cc2)c1 | 1.4 | -22.3 | 1.9 | -21.7 | -2.1 | 11.8 | -0.7 | 9.4 | -2.5 | 3.9 | 0.4
CCN(Cc1ccccc1)S(=O)(=O)CCNC(=O)c1ccccc1 | -1.9 | 8.6 | 11.9 | 12.5 | -5.4 | 2.0 | 8.6 | -0.2 | -3.1 | -17.4 | 8.5
CCN(C[C@H]1N[C@@](CC)(C(=O)OC)[C@H]2C(=O)N(Cc3ccccc3)C(=O)[C@@H]12)C(=O)c1ccc(C)cc1 | 7.0 | 5.3 | -0.2 | 11.7 | 24.9 | 19.4 | 1.6 | -49.1 | 1.9 | 2.7 | 0.6
COc1ccc(S(=O)(=O)N2CCOCC2)cc1NC(=O)c1ccc(S(=O)(=O)N(C)c2ccccc2OC)cc1 | 13.9 | 4.0 | 7.4 | -0.6 | 3.7 | 7.1 | 3.0 | 0.0 | -0.7 | -10.6 | 4.0
COc1cccc(NC(=O)CSc2nnc(-c3cc(-c4ccccn4)nc4ccccc34)o2)c1 | 3.1 | 1.1 | 3.4 | -4.0 | 3.2 | 6.0 | -2.5 | 2.4 | -2.1 | -3.0 | 3.4
NS(=O)(=O)c1ccc(O)c(N2C(=O)c3cccc4c(C(=O)O)ccc(c34)C2=O)c1 | 12.6 | 0.2 | -8.4 | -6.1 | 2.7 | 14.6 | 0.3 | 9.8 | 2.2 | -5.3 | -0.5
COCCNc1nnc(SC(C)C(=O)Nc2ccc(-c3nc4ccc(C)cc4s3)cc2)s1 (stereo unspecified) | -121.4 | -1.6 | -132.1 | -21.4 | -53.8 | 12.3 | -4.0 | -11.5 | 14.6* | -111.9 | 6.8

Overlap with the part before: two compounds, then new ones.
SMILES | SRC3 inh | NOD2 RIPK2 PPI | NR5A2 inv ag | COUP-TFII inh | NCOA2 inhibitor | MC4R antag cAMP | TLR9-MyD88 block | EBV LMP1 NFkB | MC4R ag barr | NCOA1 inh | ABHD5-PLIN5 inh
NS(=O)(=O)c1ccc(O)c(N2C(=O)c3cccc4c(C(=O)O)ccc(c34)C2=O)c1 | 12.6 | 0.2 | -8.4 | -6.1 | 2.7 | 14.6 | 0.3 | 9.8 | 2.2 | -5.3 | -0.5
COCCNc1nnc(SC(C)C(=O)Nc2ccc(-c3nc4ccc(C)cc4s3)cc2)s1 (stereo unspecified) | -121.4 | -1.6 | -132.1 | -21.4 | -53.8 | 12.3 | -4.0 | -11.5 | 14.6* | -111.9 | 6.8
O=C(CCN1C(=O)c2cccc([N+](=O)[O-])c2C1=O)NC1CCCCCC1 | -14.1 | 9.9 | 7.1 | -2.7 | 5.8 | 3.6 | -6.9 | -0.4 | -2.0 | 10.2 | 2.2
CCN(CC)S(=O)(=O)c1cc(C(=O)Nc2ccccn2)ccc1C | -70.4 | 11.2 | -55.2 | -35.5 | -64.9 | -6.8 | -8.4 | -12.5 | -2.1 | -56.4 | -1.4
O=C(O)c1cc(-c2ccc(-c3ccc(F)cc3)o2)nc2ccccc12 | -28.5 | -5.3 | 5.3 | -44.5 | -73.6 | -3.9 | 9.1 | 9.7 | -3.7 | -19.5 | 31.5*
O=C(NCCc1ccc2c(c1)OCO2)C1CCN(S(=O)(=O)c2ccc(Cl)cc2)CC1 | 12.3 | 0.4 | 19.4 | 0.9 | 2.4 | 2.6 | -8.8 | 4.1 | -2.2 | 13.1 | 1.6
O=C(NCCc1ccc(Cl)cc1)C1COc2ccccc2O1 (stereo unspecified) | -6.0 | 4.4 | -7.7 | 2.5 | -2.1 | 8.6 | -5.3 | -6.4 | 2.2 | 21.7 | -9.0
CN1CCOCCOc2ccccc2OCCOCC1 | 19.0 | -8.6 | 8.3 | 9.3 | -6.6 | 16.1 | -1.6 | 6.2 | -0.6 | 15.5 | 3.7
COC(=O)Cc1ccc(NC(=O)c2ccc3c(c2)C(=O)N(Cc2cccnc2)C3=O)cc1 | 6.5 | -10.2 | 7.6 | 5.8 | -15.7 | 3.5 | -1.2 | 3.7 | 1.2 | -5.1 | 7.8
O=C(NC(=S)NCc1ccccc1)c1ccc2c(c1)OCO2 | -14.8 | 3.1 | -41.5 | 5.2 | -11.4 | 7.2 | -9.8 | -12.8 | -0.8 | -7.8 | -5.0
CC1CC(C)CN(S(=O)(=O)c2ccc3c(c2)CC(C)N3C(=O)C2CCC2)C1 (stereo unspecified) | -16.4 | -3.3 | 9.7 | 8.8 | 2.7 | -2.9 | -1.3 | 9.0 | -3.4 | 9.0 | 5.5
CCn1ccnc1CN(C)C(=O)C1CCC(=O)N(CCc2cccc(F)c2)C1 (stereo unspecified) | -36.2 | 0.8 | 6.8 | 14.2 | 9.8 | -2.9 | -6.5 | 3.4 | -3.1 | -0.3 | -0.4
Cc1ccc(-c2c(C#N)c(N)n(-c3ccccc3)c(=O)c2C#N)cc1 | 0.6 | -1.1 | -5.2 | -2.0 | -2.1 | 4.2 | -0.5 | -4.9 | 1.4 | -3.1 | -1.9
COc1ccc2c(=O)c(-c3nc(C)cs3)coc2c1 | -82.5 | -14.6 | -148.6 | -60.0 | -58.9 | 0.5 | 2.7 | 14.6 | -1.9 | -89.1 | 3.0
Cc1nc(N2CCN(S(=O)(=O)c3ccc(F)cc3)CC2)c2c(C)c(C)sc2n1 | 13.1 | -3.0 | 3.3 | 2.8 | 9.8 | 0.3 | -7.2 | -8.1 | 2.0 | 5.6 | 2.7
COc1ccc(Cl)cc1C(=O)NNC(=S)NC1CCCC1 | 3.5 | 3.4 | 3.9 | -6.7 | 1.9 | 7.8 | -4.8 | -6.1 | -4.4 | -4.1 | 2.2
CSC1=NCCN1C(=O)c1ccc2ccccc2c1 | -6.2 | 5.1 | -4.0 | -9.6 | -15.6 | 4.4 | -3.7 | -4.1 | -2.0 | 10.1 | 0.1
COc1ccc(OCc2n(CC(=O)OC3CC(C)CCC3C(C)C)c3ccccc3[n+]2C)cc1 (stereo unspecified) | 19.0 | -3.8 | 21.8 | 1.4 | -3.2 | -5.8 | 1.6 | 2.0 | 38.4* | -7.2 | 39.1*
COc1cccc(S(=O)(=O)N(C)C[C@@H]2OCc3cnnn3CCCC(=O)N([C@H](C)CO)C[C@@H]2C)c1 | 9.0 | -12.6 | -17.0 | 2.0 | 0.9 | 7.5 | 7.0 | -1.9 | 0.9 | -3.0 | -3.7
CCCCCCN1C[C@@H](n2cc(C3CC3)nn2)[C@H](O)C[C@@H]1c1ccc(C)cc1 | 0.0 | 3.8 | -30.1 | 16.0 | -10.0 | 5.5 | -6.3 | 2.5 | 3.4 | -17.0 | -8.2
CC(=O)c1ccc(NC(=O)Nc2ccc([N+](=O)[O-])cc2C)cc1 | 3.2 | -8.8 | -5.9 | 5.1 | -42.3 | 1.7 | 1.1 | 4.4 | -2.5 | -23.4 | 0.8
COc1ccc(S(=O)(=O)Nc2ccc3c(c2)OCCO3)cc1Cl | 3.4 | -1.7 | 10.7 | -4.0 | 12.5 | -4.0 | -11.3 | -1.6 | -1.1 | 9.3 | -1.1
COc1cccc(/C=N/NC(=O)c2cc(-c3cccn3C)n[nH]2)c1O | 39.7 | 6.1 | 23.1 | 1.2 | 30.6 | 7.2 | 4.4 | 20.1 | 0.6 | 37.1 | 7.1
CCn1c2ccccc2c2cc(Nc3cc(C)nc4ncnn34)ccc21 | 16.4 | 11.3 | 39.0 | -98.3 | 40.4 | -33.0 | -3.0 | -0.5 | 0.1 | -25.6 | 8.3
COc1ccc(NC(=O)CC2C(=O)N(c3ccc(F)cc3)C(=S)N2NC(=O)c2ccc(Cl)cc2)cc1 (stereo unspecified) | 20.8 | 3.7 | 6.7 | -4.9 | -1.3 | -2.6 | -6.3 | 2.7 | 2.7 | 12.9 | 1.7
CC1CCN(CC(O)COc2ccc(C(=O)c3ccccc3)cc2)CC1 (stereo unspecified) | 1.1 | -10.4 | 15.4 | 0.9 | -39.5 | 20.3 | 9.9 | 2.4 | -0.1 | 5.7 | 0.1
CCOc1ccc(NC(=O)NC(C)c2ccc3c(c2)OCO3)cc1 (stereo unspecified) | 10.1 | -6.9 | 13.2 | -5.7 | -0.5 | 9.0 | -7.8 | 1.6 | -1.7 | -5.2 | -0.4
Cc1cc(Oc2nc3c(C)cccn3c(=O)c2/C=C(\C#N)S(=O)(=O)c2ccc(Cl)cc2)ccc1Cl | -26.7 | -3.5 | 10.3 | 9.7 | 21.6 | -4.3 | -4.0 | -5.6 | -2.2 | 1.7 | -1.2
CCC(=O)Nc1cccc(Br)c1 | 7.4 | 1.9 | -10.9 | -2.2 | -20.3 | 2.0 | -3.6 | 0.0 | -1.2 | 1.6 | -3.4

Source: PubChem BioAssay (several laboratories)

A portion of the library; rates above refer to the full screens.
